Screening results from PubChem BioAssay.
STK33 inh – STK33 kinase inhibitors, primary screen, biochemical, luminescence, ADP-Glo, MBP substrate; inhibition, % at 12.5 µM; 27,000 compounds, 0.44% hits; Serine/threonine-protein kinase 33 (Homo sapiens), Q9BYT3; AID 2322, 2010; in the data active = inhibition above about 20%
mut p53 react – mutant p53 pathway re-activators, primary screen, cell-based, SW480, luciferase, single point, HTS | 28,000 compounds, 1.5% hits | SW480 PUMA-promoter luciferase, p53 mutant reactivation | AID 624151, 2012 | activation, % at 9.98 µM; in the data active = activation above about 52%
* = called active by the depositor; . = no result given.

SMILES	STK33 inh	mut p53 react
C=C[C@@]12CN(C)[C@H]3[C@H]1[C@@]1(C(=O)Nc4ccccc41)C1CC2[C@@H]3CO1	-7	-11
C=C[C@H]1CN2CC[C@H]1C[C@@H]2[C@@H](O)c1ccnc2ccccc12	0	.
O=C1CC[C@@]2(O)[C@H]3Cc4ccc(O)c5c4[C@@]2(CCN3CC2CC2)[C@H]1O5	-1	0
Cc1cccc(N2C(=O)NC(=O)C(CCc3ccncc3)(CCc3ccncc3)C2=O)c1	-1	12
C#C[C@]1(O)CC[C@H]2[C@@H]3CCC4=CC(=O)CC[C@]4(C)[C@H]3CC[C@@]21C	4	10
COc1ccn(C)c(=O)c1C#N	-10	-2
Cc1ccccc1OCCCn1cc(C(=O)C(C)(C)C)c2ccccc21	.	-6
CC(=O)[C@H]1CC[C@H]2[C@@H]3CC[C@H]4C[C@H](O)CC[C@]4(C)[C@H]3CC[C@]12C	-12	.
C[C@@H]1CN([C@H](C)CO)C(=O)CCCn2nncc2CO[C@H]1CN(C)C(=O)Oc1cccc2ccccc12	-1	.
CNC(=O)O/N=C(/C)SC	-2	.
C=CCN1C[C@H](C)N([C@@H](c2ccccc2)c2ccc(C(=O)N(CC)CC)cc2)C[C@H]1C	.	1
CC(C)N(C(=O)CCl)c1ccccc1	4	.
CC(C)c1ccc2c(c1O)CC[C@H]1C3=C(CC[C@]21C)C(=O)OC3	0	.
C[C@H]1C(=O)O[C@@H]2CCN3CC=C(COC(=O)[C@](C)(O)[C@]1(C)O)[C@H]23	-1	7
CN1C2CCCC1CC(=O)C2	-5	-2
COC1=CC(=O)OC(/C=C/c2ccccc2)C1 (stereo not given)	2	90*

Random excerpt: 6 records from the list.
SMILES	STK33 inh	mut p53 react
CN1C2CCCC1CC(=O)C2	-5	-2
C=CCN1C[C@H](C)N([C@@H](c2ccccc2)c2ccc(C(=O)N(CC)CC)cc2)C[C@H]1C	.	1
CC(C)c1ccc2c(c1O)CC[C@H]1C3=C(CC[C@]21C)C(=O)OC3	0	.
Cc1cccc(N2C(=O)NC(=O)C(CCc3ccncc3)(CCc3ccncc3)C2=O)c1	-1	12
COc1ccn(C)c(=O)c1C#N	-10	-2
CNC(=O)O/N=C(/C)SC	-2	.

Single records, from the list above:
Cc1ccccc1OCCCn1cc(C(=O)C(C)(C)C)c2ccccc21 as listed: STK33 inh: .; mut p53 react: -6
C[C@H]1C(=O)O[C@@H]2CCN3CC=C(COC(=O)[C@](C)(O)[C@]1(C)O)[C@H]23 as listed: STK33 inh: -1; mut p53 react: 7

This is a subset; rates above refer to the full screens.
